From PubChem BioAssay
BAZ2B block = qHTS Assay for Inhibitors of BAZ2B; AlphaScreen BAZ2B-H3K14Ac peptide displacement; Potency, µM (series often up to 114 µM), without a hit: at the top dose activity change, negative = inhibition, hits mostly inhibitors; 360,000 compounds, 4.4% hits; Bromodomain adjacent to zinc finger domain protein 2B (Homo sapiens), Q9UIF8; also: potency is read from the fitted curve at half-maximal effect; % is scaled to controls: 0 for no effect and ±100 for the full control effect; nearly all actives have a fitted effect of over 60% in size
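Protein-peptide AlphaScreen: BAZ2B 50 nM, b-H3K14Ac 50 nM, 1x PBS pH 7.4 + 0.01% Tween-20. Preincubation 30 min RT; cpd 30 min RT (top 110 uM); beads 20 min RT, light-protected.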
Pin1 inhibitor = qHTS Assay to Find Inhibitors of Pin1; AID 504891, 2011; 390,000 compounds, 0.009% hits; Potency, µM (titrated, usually from 115 µM), for inactives: at the highest dose activity, negative = inhibition, actives largely listed as inhibitors; Pin1 FP peptide displacement, HiFluor488, 10 min; Peptidyl-prolyl cis-trans isomerase NIMA-interacting 1 (Homo sapiens), Q13526; active = well fitted inhibition curve with a large enough effect in the polarisation, with a control signal flat, not every such curve was filed as active; inconclusive = small, poorly fitted or top-dose-only effect, or effect the other way, or a change in a side signal; inactive = no such curve, though single readings can be large or run the other way; the % refers to the polarisation; also: potency is read from the fitted curve at half-maximal effect; % is scaled to controls: 0 for no effect and ±100 for the full control effect
JMJD2A Tudor = qHTS Assay for Inhibitors of JMJD2A-Tudor Domain | Lysine-specific demethylase 4A (Homo sapiens), O75164 | AID 504339, 2011 | 390,000 compounds, 4.4% hits | AlphaScreen JMJD2A-Tudor / H3K4me3 peptide binding | Potency, µM (titrated, usually from 114 µM), for inactives: top-dose activity change, negative = inhibition, most hits filed as inhibitors; also: potency is read from the fitted curve at half-maximal effect; % is scaled to controls: 0 for no effect and ±100 for the full control effect; nearly all actives have a fitted effect of over 50% in size
HP1b chromo inh = HTS for Inhibitors of HP1-beta Chromodomain Interactions with Methylated Histone Tails | Chromobox protein homolog 1 (Homo sapiens), P83916 | AlphaScreen HP1-beta / biotin-H3K9me3 peptide binding | Potency, µM (highest dose often 114 µM), for the others: at the highest dose activity change, negative = inhibition, hits mostly inhibitors | 390,000 compounds, 0.56% hits; also: potency is read from the fitted curve at half-maximal effect; nearly all actives have a fitted effect of over 70% in size; inactives centre near 23
Target sequence (P83916 whole entry, looked up): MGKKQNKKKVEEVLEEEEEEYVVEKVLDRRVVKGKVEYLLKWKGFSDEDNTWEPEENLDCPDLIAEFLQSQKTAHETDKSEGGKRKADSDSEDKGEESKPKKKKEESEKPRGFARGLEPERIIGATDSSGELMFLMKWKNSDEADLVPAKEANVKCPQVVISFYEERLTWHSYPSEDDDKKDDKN
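Compound inhibition of the preformed complex between 50 nM HP1-beta and 50 nM biotinylated H3K9me3 peptide was read by AlphaScreen. Buffer was PBS pH 7.4 with 0.01% Tween-20. Incubations ran 30 min at room temperature, with 10 ug/mL donor/acceptor beads.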
PI4K2A inh = qHTS for small molecular inhibitors of PI4K2A; purified PI4K2A, ADP-Glo luminescence, 1 h; active compounds read low; 420,000 compounds, 0.13% hits; activity change, negative = inhibition, % at 76.9 µM; Phosphatidylinositol 4-kinase type 2-alpha (Homo sapiens), Q9BTU6; AID 1346378, 2018; in the data active = activity change below about -50%; inconclusive = mostly about -30% to -49%;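 also: -100% = wells without enzyme as full effect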
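ADP-Glo luminescence measured ADP generated by PI4K2A enzyme (4 ug/mL before mixing) with 1.2 mM PI substrate (pre-mix) and 300 microM ATP (pre-mix). Tris pH7.5 buffer with MgCl2, Triton X-100; 1 h reaction at ambient temperature.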
GLS inhibitor = qHTS for Inhibitors of Glutaminase (GLS) | Glutaminase kidney isoform, mitochondrial (Homo sapiens), O94925 | GLS enzymatic activity, qHTS titration | Potency, µM (top dose mostly 45.5 µM), inactives show top-dose activity change, negative = inhibition, most hits filed as inhibitors | 410,000 compounds, 0.21% hits; also: potency is read from the fitted curve at half-maximal effect; % is scaled to controls: 0 for no effect and ±100 for the full control effect
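Assay buffer: 45 mM KH2PO4 pH 8.2, 0.02% Tween-20. hKGA acts on L-glutamine (1 mM solution added); product glutamate is reported by an oxidase/peroxidase Amplex Red coupling, with fluorescence taken at baseline and 30 min.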
PGK inhibitor = qHTS Assay to Find Inhibitors of Phosphoglycerate Kinase; Phosphoglycerate kinase, glycosomal (Trypanosoma brucei brucei), P07378; 380,000 compounds, 0.043% hits; PGK/GAPDH coupled, Kinase-Glo luminescence, 60 min; Potency, µM (series often up to 57.5 µM), without a hit: at the highest dose activity change, negative = inhibition, most hits filed as inhibitors; AID 602233, 2012; also: potency is read from the fitted curve at half-maximal effect; % is scaled to controls: 0 for no effect and ±100 for the full control effect; nearly all actives have a fitted effect of over 60% in size
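Luminescent ATP detection (Kinase-Glo Plus) follows a 60-minute room-temperature incubation, with wells lacking PGK as controls. Buffer: 100 mM TEA (pH 7.6), 5 mM MgCl2, 0.01% Tween-20. Coupling enzyme GAPDH (100 nM final) supplies unstable 1,3-BPG in-well.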
G9a block = qHTS Assay for Inhibitors of Histone Lysine Methyltransferase G9a; Histone-lysine N-methyltransferase EHMT2 (Homo sapiens), Q96KQ7; G9a H3K9 monomethylation, AlphaScreen, 2 h; Potency, µM (titrated, usually from 102 µM), for inactives: at the highest dose activity, negative = inhibition, most hits filed as inhibitors; 350,000 compounds, 8.8% hits; AID 504332, 2011; also: potency is read from the fitted curve at half-maximal effect; % is scaled to controls: 0 for no effect and ±100 for the full control effect; nearly all actives have a fitted effect of over 75% in size
Target sequence (Q96KQ7 913-1193 limits assumed): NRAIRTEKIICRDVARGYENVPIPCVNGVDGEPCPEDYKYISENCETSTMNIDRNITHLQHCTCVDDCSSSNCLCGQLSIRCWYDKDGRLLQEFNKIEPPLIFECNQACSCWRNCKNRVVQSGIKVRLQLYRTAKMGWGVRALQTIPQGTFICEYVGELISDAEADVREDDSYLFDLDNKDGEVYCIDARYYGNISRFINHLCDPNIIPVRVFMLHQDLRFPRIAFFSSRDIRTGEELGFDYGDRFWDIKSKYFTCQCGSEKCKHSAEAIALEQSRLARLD
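AlphaScreen detection with an anti-monomethyl H3K9 antibody quantified product after a 2 h room-temperature reaction containing 500 nM biotinylated H3K9 peptide, 20 µM SAM and 20 nM enzyme, which had been preincubated 15 min with compound.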
ERG-DNA inh = qHTS for Small Molecule Inhibitors of the ERG Ets/DNA interaction; fluorescence polarization, His-ERG Ets domain / labelled DNA; AID 624246, 2012; 370,000 compounds, 0.028% hits; Potency, µM (series often up to 76.9 µM), without a hit: top-dose FP activity, negative = inhibition, most hits filed as inhibitors; active = well fitted inhibition curve with a large enough effect in the polarisation, with a control signal flat; inconclusive = small, poorly fitted or top-dose-only effect, or effect the other way, or a change in a side signal; inactive = no such curve, though single readings can be large or run the other way; the % refers to the polarisation;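 also: polarization taken with two DNA probes labelled with fluorescein and Texas red; potency is read from the fitted curve at half-maximal effect; % of control where 0% means no effect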
Target sequence (P11308 whole entry, looked up, the tested form may be a part): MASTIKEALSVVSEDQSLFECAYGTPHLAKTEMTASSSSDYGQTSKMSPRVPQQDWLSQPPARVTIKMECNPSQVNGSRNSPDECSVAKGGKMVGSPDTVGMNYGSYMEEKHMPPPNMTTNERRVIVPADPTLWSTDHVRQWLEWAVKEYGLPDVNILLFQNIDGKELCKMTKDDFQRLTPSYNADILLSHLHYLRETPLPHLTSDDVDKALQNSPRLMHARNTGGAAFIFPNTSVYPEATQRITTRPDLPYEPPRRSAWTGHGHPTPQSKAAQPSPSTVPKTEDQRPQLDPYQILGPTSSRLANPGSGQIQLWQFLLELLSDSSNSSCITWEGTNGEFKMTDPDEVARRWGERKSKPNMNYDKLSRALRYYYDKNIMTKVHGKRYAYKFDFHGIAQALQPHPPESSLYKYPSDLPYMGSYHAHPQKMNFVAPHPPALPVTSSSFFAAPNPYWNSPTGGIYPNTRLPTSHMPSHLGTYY
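His-tagged ERG Ets domain (1 uM in the protein solution; 300mM KCl, 50mM Tris-HCl, 1mM EDTA, 1mM DTT, pH 7.5) received compound, then a probe mix of 5 nM fluorescein-DNA and 100nM Texas-615-DNA. Fluorescence polarization was read for both dyes.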
The depositor's hits bear a star; [ ] = dose if it differs, or a comment. Unless noted, calls follow the shape of the dose curve; as a rule, active = well fitted curve in the direction sought with a large enough effect; inconclusive = small, poorly fitted or top-dose-only effect, or another doubt; inactive = no such curve, though single readings can be large; an effect the other way counts as inactive or inconclusive.

How did Cc1ccc(C(=O)N/C(=C\c2ccco2)C(=O)N2CC(C)OC(C)C2)cc1C (stereo unspecified) do in these assays?
BAZ2B block: -13%; Pin1 inhibitor: -2%; JMJD2A Tudor: -8%; HP1b chromo inh: 31%; PI4K2A inh: 6; GLS inhibitor: -2%; PGK inhibitor: -4%; G9a block: 24%[0.501 µM]; ERG-DNA inh: -13%

Results for CC(C)(CC(=O)O)CC(=O)Nc1ccccc1Oc1ccccc1 ?
BAZ2B block: -2%; Pin1 inhibitor: 0%; JMJD2A Tudor: -5%; HP1b chromo inh: 31%; PI4K2A inh: -2; GLS inhibitor: -12%; PGK inhibitor: 0%; G9a block: 0%; ERG-DNA inh: 10%

What do the screens show for `CCOc1ccc(CCNC(=O)c2cc3c(s2)-c2ccccc2OC3)cc1OCC`?
BAZ2B block: 6%; Pin1 inhibitor: 17%; JMJD2A Tudor: inconclusive; HP1b chromo inh: 24%; PI4K2A inh: 1; GLS inhibitor: -12%; PGK inhibitor: -1%; G9a block: -4%[59 µM]; ERG-DNA inh: -1%

Results for Cc1ccccc1-c1cccc([C@@H]2C[C@H]3[C@H](CON3C)CN2C(=O)CCc2ccccc2)c1 ?
Pin1 inhibitor: inconclusive; JMJD2A Tudor: -25%; HP1b chromo inh: 15%; PI4K2A inh: -2; GLS inhibitor: 0%; PGK inhibitor: 10%; ERG-DNA inh: -8%

Results for Cc1cc(=O)n2nc(N3CCCC(C(=O)NCCc4ccccc4)C3)sc2n1 (stereo unspecified) ?
BAZ2B block: 7%; Pin1 inhibitor: 8%; JMJD2A Tudor: -13%; HP1b chromo inh: 10%; PI4K2A inh: -16; GLS inhibitor: 10%; PGK inhibitor: 1%; G9a block: 3%[12.7 µM]; ERG-DNA inh: -5%

Results for COC(/C(=N/O)c1ccc(Cl)cc1)c1ccccc1 (stereo unspecified) ?
BAZ2B block: 7%; Pin1 inhibitor: -13%; JMJD2A Tudor: 11%; HP1b chromo inh: 42%[activator]; PI4K2A inh: 9; GLS inhibitor: -3%; PGK inhibitor: -1%; G9a block: 27%; ERG-DNA inh: 16%

How did Cc1ccc(CCNC(=O)c2cc3cc(S(=O)(=O)N4CCCCC4)ccc3n2C)cc1 do in these assays?
BAZ2B block: 0%; Pin1 inhibitor: 12%; JMJD2A Tudor: -2%; HP1b chromo inh: 27%[57 µM]; PI4K2A inh: 1; GLS inhibitor: 2%; PGK inhibitor: 1%; G9a block: 7%[59 µM]; ERG-DNA inh: -4%

What do the screens show for `CSCCC1NC(=O)N(CC(=O)Nc2ccc(Br)cc2Br)C1=O` (stereo unspecified)?
BAZ2B block: -4%; Pin1 inhibitor: 7%; JMJD2A Tudor: -4%; HP1b chromo inh: 16%; PI4K2A inh: -3; GLS inhibitor: 1%; PGK inhibitor: -6%; G9a block: 10%; ERG-DNA inh: 0%

How did Cn1c(=O)c2cc(S(=O)(=O)N3CCN(c4cccc(C(F)(F)F)c4)CC3)ccc2n(C)c1=O do in these assays?
BAZ2B block: 0%; Pin1 inhibitor: -3%; JMJD2A Tudor: 11%; HP1b chromo inh: 32%; PI4K2A inh: -2; GLS inhibitor: -2%; PGK inhibitor: -7%; G9a block: -1%; ERG-DNA inh: -7%

Results for CC(=O)c1cnc2nc(SCc3cccc(C)c3)nn2c1C ?
BAZ2B block: 2%; Pin1 inhibitor: -5%; JMJD2A Tudor: 18%; HP1b chromo inh: 45%[activator]; PI4K2A inh: 5; GLS inhibitor: 1%; PGK inhibitor: -3%; ERG-DNA inh: 2%

What do the screens show for `OCCN1CCN(C(=S)Nc2ccc(Oc3ccccc3)cc2)CC1`?
BAZ2B block: -12%; Pin1 inhibitor: 7%; JMJD2A Tudor: -20%; HP1b chromo inh: 15%; PI4K2A inh: -11; GLS inhibitor: -3%; PGK inhibitor: -6%; ERG-DNA inh: 11%

How did CCCCCCCCNC(=S)NCCN1CCCCC1 do in these assays?
BAZ2B block: inconclusive; Pin1 inhibitor: -3%; JMJD2A Tudor: 79µM*; HP1b chromo inh: inconclusive; PI4K2A inh: 2; GLS inhibitor: -6%; PGK inhibitor: -3%; G9a block: 45µM*; ERG-DNA inh: -5%

What do the screens show for `COc1cc(OC)cc(-c2c(-c3cccs3)c3cc(-c4cc(OC)c(OC)c(OC)c4)ccc3n2C)c1`?
Pin1 inhibitor: 59%[activator]; JMJD2A Tudor: inconclusive; HP1b chromo inh: 10%; PI4K2A inh: 2; GLS inhibitor: 1%; PGK inhibitor: 1%; ERG-DNA inh: 8%

What do the screens show for `Cc1ccc(C(=O)N/C(=C/c2ccco2)C(=O)Nc2cccc(C(=O)O)c2)cc1`?
BAZ2B block: 22%; Pin1 inhibitor: inconclusive; JMJD2A Tudor: 79µM*; HP1b chromo inh: 2%; PI4K2A inh: -8; GLS inhibitor: 1%; PGK inhibitor: -3%; ERG-DNA inh: 11%

How did O=C(NC(N1CCOCC1)C(Cl)(Cl)Cl)c1cc([N+](=O)[O-])cc([N+](=O)[O-])c1 (stereo unspecified) do in these assays?
BAZ2B block: -25%; Pin1 inhibitor: -2%; JMJD2A Tudor: -23%; HP1b chromo inh: 17%; PI4K2A inh: -1; GLS inhibitor: -1%; PGK inhibitor: -7%; G9a block: inconclusive; ERG-DNA inh: 0%

Results for COc1ccc(S(=O)(=O)N(C)CC(=O)N2CCOCC2)cc1Cl ?
BAZ2B block: -7%; Pin1 inhibitor: -7%; JMJD2A Tudor: -14%; HP1b chromo inh: 25%; PI4K2A inh: -5; GLS inhibitor: 3%; PGK inhibitor: inactive; G9a block: -34%[12.7 µM]; ERG-DNA inh: -9%

How did COC(=O)Cc1ccc2c3ccccc3n(C)c2c1 do in these assays?
BAZ2B block: 49%[activator]; Pin1 inhibitor: -1%; JMJD2A Tudor: 113%[activator]; HP1b chromo inh: 140%[activator]; PI4K2A inh: 1; GLS inhibitor: -1%; PGK inhibitor: -7%; G9a block: 20%[2.33 µM]

What do the screens show for `CN1CCN(C(=O)CNC(=O)Cc2ccc(Cl)cc2)CC1`?
BAZ2B block: -12%; Pin1 inhibitor: 1%; JMJD2A Tudor: -3%; HP1b chromo inh: 16%; PI4K2A inh: -2; GLS inhibitor: -10%; PGK inhibitor: -1%; G9a block: 18%; ERG-DNA inh: 9%

Results for O=C(CN1C(=O)NC2(CCc3ccccc32)C1=O)c1ccc(Br)s1 (stereo unspecified) ?
BAZ2B block: -9%; Pin1 inhibitor: 19%; JMJD2A Tudor: -18%; HP1b chromo inh: 7%; PI4K2A inh: -2; GLS inhibitor: 7%; PGK inhibitor: -10%; G9a block: 6%[2.33 µM]; ERG-DNA inh: -12%

Results for CCOC(=O)c1[nH]ncc1[C@@H]1C[C@H]2CN(Cc3cccc(Cl)c3)C(=O)[C@]23CCCN13 ?
BAZ2B block: -5%; Pin1 inhibitor: -8%; JMJD2A Tudor: -7%; HP1b chromo inh: 66%[activator]; PI4K2A inh: -4; GLS inhibitor: 7%; PGK inhibitor: 0%; G9a block: 13%; ERG-DNA inh: -15%

What do the screens show for `O=C(CNCCC1=CCCCC1)Nc1ccccc1N1CCCCC1`?
BAZ2B block: 50µM*; Pin1 inhibitor: -3%; JMJD2A Tudor: 5.6µM*; HP1b chromo inh: inconclusive; PI4K2A inh: 7; GLS inhibitor: 13%; PGK inhibitor: 1%; G9a block: 1.8µM*; ERG-DNA inh: -4%

What do the screens show for `Cc1ccc(C)c(N2CCN(C(=O)C3CCN(c4nc(C)cc(C)n4)CC3)CC2)c1`?
BAZ2B block: -36%; Pin1 inhibitor: 14%; JMJD2A Tudor: -17%; HP1b chromo inh: 25%; PI4K2A inh: -1; GLS inhibitor: 4%; PGK inhibitor: inactive; G9a block: 4%[12.7 µM]; ERG-DNA inh: 4%

Results for Nc1ccc2oc3ccccc3c2c1 ?
BAZ2B block: 8%; Pin1 inhibitor: 9%; JMJD2A Tudor: -29%; HP1b chromo inh: 6%; PI4K2A inh: 4; GLS inhibitor: 16%; PGK inhibitor: 4%; G9a block: inconclusive
